MITF inh = inhibitors of human MITF | inhibition, % at 2.6 µM | O75030 | AlphaScreen MITF homodimerization, bead proximity signal | 650,000 compounds, 0.91% hits; in the data active = inhibition above about 50%;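 note: 0% = vehicle wells with protein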
TEAD-YAP block = TEAD-YAP interaction inhibition; 640,000 compounds, 1.4% hits; inhibition, % at 9.12 µM; HEK-TIYL cells, TEAD-Gal4/YAP UAS-luciferase luminescence; in the data active = inhibition above about 32%;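 note: 0% = median of test compound wells and 100% = reference inhibitor wells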
GPR151 activ = activates the human receptor GPR151; Q8TDV0; PathHunter beta-arrestin GPR151 cells, luminescence; activation, % at 11.2 µM; 650,000 compounds, 1% hits; in the data active = activation above about 4.9%;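 note: 0% = median of compound wells and 100% = cells with positive control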
Target sequence (Q8TDV0 whole entry, looked up): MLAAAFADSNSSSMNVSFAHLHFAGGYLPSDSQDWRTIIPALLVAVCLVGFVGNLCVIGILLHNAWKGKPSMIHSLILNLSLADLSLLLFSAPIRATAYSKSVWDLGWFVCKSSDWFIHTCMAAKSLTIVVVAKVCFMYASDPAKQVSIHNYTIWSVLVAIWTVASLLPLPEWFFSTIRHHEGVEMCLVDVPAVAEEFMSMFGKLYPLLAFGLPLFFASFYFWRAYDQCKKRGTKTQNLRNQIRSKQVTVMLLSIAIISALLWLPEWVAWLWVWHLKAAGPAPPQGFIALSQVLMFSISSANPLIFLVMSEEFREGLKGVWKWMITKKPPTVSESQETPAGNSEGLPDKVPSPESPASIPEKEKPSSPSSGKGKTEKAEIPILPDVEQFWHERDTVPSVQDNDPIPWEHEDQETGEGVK
FBW7 activator = human FBW7 E3 ligase activation, primary screen; 650,000 compounds, 0.13% hits; normalized activity (activation), % at 26.1 µM; AlphaScreen FBW7–phospho-cyclin E peptide binding, activator screen; AID 1259310; in the data active = normalized activity above about 1.9%;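 note: purified mutant Fbw7 with reduced substrate affinity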
Target sequence (Q969H0 whole entry, looked up): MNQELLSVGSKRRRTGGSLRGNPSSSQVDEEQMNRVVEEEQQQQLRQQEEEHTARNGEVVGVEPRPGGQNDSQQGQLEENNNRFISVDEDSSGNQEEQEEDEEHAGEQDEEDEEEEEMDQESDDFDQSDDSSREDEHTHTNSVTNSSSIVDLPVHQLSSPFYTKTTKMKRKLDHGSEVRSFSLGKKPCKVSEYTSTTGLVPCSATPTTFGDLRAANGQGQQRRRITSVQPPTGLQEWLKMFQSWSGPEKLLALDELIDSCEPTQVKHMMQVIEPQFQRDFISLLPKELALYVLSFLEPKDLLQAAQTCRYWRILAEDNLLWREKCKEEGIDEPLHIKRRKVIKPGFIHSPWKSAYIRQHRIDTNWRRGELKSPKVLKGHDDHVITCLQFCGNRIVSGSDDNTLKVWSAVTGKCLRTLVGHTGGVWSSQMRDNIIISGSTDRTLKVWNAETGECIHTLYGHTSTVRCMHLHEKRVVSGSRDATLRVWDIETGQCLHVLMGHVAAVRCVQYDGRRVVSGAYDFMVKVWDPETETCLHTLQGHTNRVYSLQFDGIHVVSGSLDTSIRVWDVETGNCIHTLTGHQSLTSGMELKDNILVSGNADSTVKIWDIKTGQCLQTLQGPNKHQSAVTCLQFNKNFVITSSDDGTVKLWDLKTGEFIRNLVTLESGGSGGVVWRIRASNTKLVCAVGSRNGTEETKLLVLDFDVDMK
* hit, by the source's call; . = no result given. Compounds were not picked by outcome, and some 3.4% of all compounds hit somewhere here.

SMILES	MITF inh	TEAD-YAP block	GPR151 activ	FBW7 activator
CCC(=O)N1CCc2cc(S(=O)(=O)NCC(OC)OC)ccc21	-7	1	1.1	0.4
CCOc1ccc(C(=O)CSc2nnc(CC)n2N)cc1	-15	1	-1.1	0.1
CC(=O)Nc1cccc(NC(=O)c2sc3nc(-c4cccc([N+](=O)[O-])c4)cn3c2C)c1	4	-35	-0.7	-0.1
Cc1c(C)n(C(=O)CSc2nc3ccccc3s2)c2ccccc12	7	-2	0.6	-0.2
Cc1ccc(NC(=O)CN2C(=O)N/C(=C/c3cn(C)c4ccccc34)C2=O)cc1	9	9	-0.3	0.2
CCOc1ccccc1NS(=O)(=O)c1ccc2c(c1)NC(=O)C(C)C(=O)N2 (stereo not given)	17	-5	0.4	0.1
COc1cc(C(=O)Nc2ccc3c(c2)OCO3)c([N+](=O)[O-])cc1OC	-1	0	-0.6	-0.1
CCCCc1nc2cc(N)c(C)nc2n1Cc1ccc(OC)cc1	-1	-1	-0.3	-0.1
CCCC1CCC(C2CCC(CC(=O)c3ccc(F)c(F)c3)CC2)CC1 (stereo not given)	12	5	1.0	0.0
CCOC(CNC(=O)c1ccc2c(c1)ncn2-c1ccccc1OC)OCC	-1	-2	0.6	0.0
COC(=O)c1cc(CNC(=O)C(C)(C)C)cc(NC(=O)c2ccco2)c1	-15	-21	-1.5	0.0
COC(=O)c1cc(NC(=O)c2ccc(N3CCCCC3)c([N+](=O)[O-])c2)cc(C(=O)OC)c1	6	4	0.3	-0.1
O=C(OCC(=O)c1ccc(Cl)s1)c1ccc2c(c1)OCO2	4	-9	-1.6	-0.1
CCOc1ccc(NC(=O)CNC(=O)c2cn(-c3ccccc3OC)c(=O)c3ccccc23)cc1	-4	4	2.2	0.1
O=C(Cc1cccs1)NCC1Cc2cc(F)cc(-c3cnccn3)c2O1 (stereo not given)	-2	-9	0.7	0.1
O=C(CN1C(=O)c2ccccc2C1=O)NC1CCCCNC1=O (stereo not given)	10	-2	0.3	0.1
CCCCCCCC(=O)C1=CN(Cc2ccccc2)C=C(C(=O)CCCCCCC)C1c1ccccc1[N+](=O)[O-]	6	12	-0.6	0.3
COc1cc(/C=C2/C(=O)NN(c3ccc(C)cc3)C2=O)cc(Br)c1O	23	9	-2.0	0.2
CC1CCN(C(=O)c2cccc(S(=O)(=O)N3CCCCC3)c2)CC1	4	-5	1.1	0.1
Cc1nn(C)c(C)c1N1C(=O)c2cccc3c(Br)ccc(c23)C1=O	11	14	-0.4	-0.1
N=C1c2ccccc2CN1NC(=O)CCCCC(=O)NN1Cc2ccccc2C1=N	14	-1	1.2	-0.1
CCOC(=O)c1c(NC(=O)C(c2ccccc2)c2ccccc2)sc(C(N)=O)c1C	-7	7	-0.4	-0.2
COc1cccc(-c2ccc(Nc3cccc(N(C)C)c3)nc2)c1	12	-34	-0.7	-0.6
CCCN1CCN(C(=O)c2cc3c(-c4ccc(OC)c(OC)c4)nn(C)c3s2)CC1	0	1	1.3	0.0
COc1ccccc1C(=O)N/C(=C\c1ccc([N+](=O)[O-])cc1)C(=O)Nc1ccccc1Br	-3	7	0.6	-0.1
The results go on.
SMILES	MITF inh	TEAD-YAP block	GPR151 activ	FBW7 activator
CCOc1cc(CO)cc(Cl)c1OCC(=O)Nc1ccccc1OC	-29	-1	1.9	-0.1
Cc1ccc(NC(=O)CCC(=O)OCC(=O)c2ccc(Br)cc2)c(C)c1	9	3	0.0	0.0
Cc1ccc(C)c(N2CCN(S(=O)(=O)c3cccc4nsnc34)CC2)c1	12	1	-0.8	-0.1
CCN(CC)c1ncnc2sc(C(=O)Nc3cc(C)on3)c(C)c12	19	5	-0.5	0.4
O=C(COc1ccccc1)Nc1scc2c1c(=O)oc1ccccc12	7	-9	0.5	-0.1
Cc1ccc(S(=O)(=O)Nn2c(SCC(=O)Nc3cc(C)[nH]n3)nc3ccccc3c2=O)cc1	11	6	-0.3	0.1
CN1CCN(S(=O)(=O)c2ccc(Sc3ccc(S(=O)(=O)N4CCN(C)CC4)cc3)cc2)CC1	-4	9	-0.7	-0.2
COc1cccc(-c2nnc(SCc3nc4ccccc4c(=O)[nH]3)n2C)c1	16	-1	-0.1	0.3
CC(C)NC(=O)[C@@H]1C[C@@H](NCc2ccc(C(F)(F)F)cc2)CN1C(C)C	0	-6	-0.2	0.0
CCOc1ccc(CN2CCN(Cc3ccc(O)c(Cl)c3)CC2CCO)cc1 (stereo not given)	8	6	-0.3	-0.2
COc1ccc(S(=O)(=O)N(CC(=O)N(C)C)c2ccc(C)cc2)cc1	1	3	0.3	-0.1
CC1CCCC(N2CCN(C(=O)c3cccs3)CC2)C1 (stereo not given)	53*	3	-0.1	0.5
COC(=O)C(C)Oc1ccc2c(c1)oc(=O)c1cc(OC)ccc12 (stereo not given)	4	4	1.3	0.3
OCCNc1nc(N2CCCC2CO)nc2c1ncn2C1CCCCC1 (stereo not given)	17	2	-0.9	-0.1
Cc1ncc(-c2ccncc2)c(C2CCN(C(=O)Cc3ccc(F)cc3)CC2)n1	12	-20	-1.0	-0.1
CCC(=O)NCC(c1ccco1)S(=O)(=O)c1ccc(Cl)cc1 (stereo not given)	4	-7	1.9	-0.3
COc1ccccc1CNC(=O)CN(c1ccc(Cl)cc1Cl)S(C)(=O)=O	-5	-3	0.3	0.1
CC(C)C(c1nnnn1CCc1ccccc1)N1CCN(C(=O)c2ccco2)CC1 (stereo not given)	19	-9	-1.1	0.5
CC1CC(C)(C)NC(=S)N1CC(=O)Nc1ccc(Cl)cc1 (stereo not given)	-8	4	-0.4	-0.1
CCCCNC(=S)Nc1cccc(OC)c1	-4	-5	-0.5	-0.1
O=C(Nc1ccc2c(c1)OCO2)c1cnc(N2CCN(Cc3ccc4c(c3)OCO4)CC2)s1	16	-3	-1.1	0.2
CCCCCCCC/C=C\CCCCCCCC(=O)N[C@H](CO)Cc1ccc(O)cc1	5	.	2.2	.
N#CC1=C(N)OC(c2ccccc2)=C(C(=O)c2ccccc2)C1c1ccccc1Cl (stereo not given)	8	-56	-1.9	-0.1
CCN(CC)S(=O)(=O)c1ccc(OC)c(NC(=O)Cc2ccccc2[N+](=O)[O-])c1	-8	0	-1.2	-0.1
CCCSC1=C(C#N)C(c2cccs2)CC(=O)N1 (stereo not given)	9	-8	-0.3	0.0

Reprinted from the entries so far (19 entries):
SMILES	MITF inh	TEAD-YAP block	GPR151 activ	FBW7 activator
CN1CCN(S(=O)(=O)c2ccc(Sc3ccc(S(=O)(=O)N4CCN(C)CC4)cc3)cc2)CC1	-4	9	-0.7	-0.2
COc1cccc(-c2nnc(SCc3nc4ccccc4c(=O)[nH]3)n2C)c1	16	-1	-0.1	0.3
CC(C)NC(=O)[C@@H]1C[C@@H](NCc2ccc(C(F)(F)F)cc2)CN1C(C)C	0	-6	-0.2	0.0
CCOc1ccc(CN2CCN(Cc3ccc(O)c(Cl)c3)CC2CCO)cc1 (stereo not given)	8	6	-0.3	-0.2
COc1ccc(S(=O)(=O)N(CC(=O)N(C)C)c2ccc(C)cc2)cc1	1	3	0.3	-0.1
CC1CCCC(N2CCN(C(=O)c3cccs3)CC2)C1 (stereo not given)	53*	3	-0.1	0.5
COC(=O)C(C)Oc1ccc2c(c1)oc(=O)c1cc(OC)ccc12 (stereo not given)	4	4	1.3	0.3
OCCNc1nc(N2CCCC2CO)nc2c1ncn2C1CCCCC1 (stereo not given)	17	2	-0.9	-0.1
Cc1ncc(-c2ccncc2)c(C2CCN(C(=O)Cc3ccc(F)cc3)CC2)n1	12	-20	-1.0	-0.1
CCC(=O)NCC(c1ccco1)S(=O)(=O)c1ccc(Cl)cc1 (stereo not given)	4	-7	1.9	-0.3
COc1ccccc1CNC(=O)CN(c1ccc(Cl)cc1Cl)S(C)(=O)=O	-5	-3	0.3	0.1
CC(C)C(c1nnnn1CCc1ccccc1)N1CCN(C(=O)c2ccco2)CC1 (stereo not given)	19	-9	-1.1	0.5
CC1CC(C)(C)NC(=S)N1CC(=O)Nc1ccc(Cl)cc1 (stereo not given)	-8	4	-0.4	-0.1
CCCCNC(=S)Nc1cccc(OC)c1	-4	-5	-0.5	-0.1
O=C(Nc1ccc2c(c1)OCO2)c1cnc(N2CCN(Cc3ccc4c(c3)OCO4)CC2)s1	16	-3	-1.1	0.2
CCCCCCCC/C=C\CCCCCCCC(=O)N[C@H](CO)Cc1ccc(O)cc1	5	.	2.2	.
N#CC1=C(N)OC(c2ccccc2)=C(C(=O)c2ccccc2)C1c1ccccc1Cl (stereo not given)	8	-56	-1.9	-0.1
CCN(CC)S(=O)(=O)c1ccc(OC)c(NC(=O)Cc2ccccc2[N+](=O)[O-])c1	-8	0	-1.2	-0.1
CCCSC1=C(C#N)C(c2cccs2)CC(=O)N1 (stereo not given)	9	-8	-0.3	0.0

New compounds follow:
SMILES	MITF inh	TEAD-YAP block	GPR151 activ	FBW7 activator
Cc1ccc(SC(C)C(=O)NC2CC2)cc1 (stereo not given)	18	-17	-0.9	0.9
COc1ccccc1C(=O)Nc1cccc(Oc2ccc(C)nn2)c1	12	-6	0.3	0.1
O=C(NC(=S)Nc1ccc(S(=O)(=O)N2CCOCC2)cc1)c1cccs1	3	0	4.0	-0.1
COc1cc(-c2cncc(-c3cccc(C(=O)NCCO)c3)n2)cc(OC)c1OC	11	-12	0.3	-0.5
Cc1cc(OC(=O)CC2CCCCC2)c([N+](=O)[O-])c(=O)[nH]1	-2	-6	2.6	-0.1
COc1ccccc1C(=O)Nc1nc(-c2ccc(Cl)s2)cs1	-5	-1	0.4	-0.2
CN(C)CCCN(C/C=C/c1ccc(N(C)C)cc1)CCCN(C)C	47	-3	0.7	-0.3
CN1CCN(C(=O)c2ccc3c(=O)n(-c4ccc(F)cc4)c(=S)[nH]c3c2)CC1	2	0	1.6	-0.1
COc1cc(C(=O)NCCc2ccc(S(N)(=O)=O)cc2)c([N+](=O)[O-])cc1OC	1	6	2.0	-0.1
COc1ccccc1C(=O)NNC(=S)NC(=O)c1ccc(Cl)cc1Cl	8	9	0.4	5.1*
Cc1ccc(C2CC(=O)Nc3c2ccc2ccccc32)cc1 (stereo not given)	-7	-11	0.5	0.0
C=CCOc1ccc(C2/C(=C(\O)c3ccc(Cl)cc3)C(=O)C(=O)N2c2nnc(C)s2)cc1 (stereo not given)	2	7	0.7	-0.1
CC1C=CCC2C(=O)N(c3ccccc3OC(=O)c3cccs3)C(=O)C12 (stereo not given)	5	8	0.1	0.5
O=C1C2C(C(=O)N1c1nccs1)C1C=CC2C12CC2 (stereo not given)	11	13	0.4	0.7
COC(=O)C1=CN(c2ccc(F)c(Cl)c2)C=C(C(=O)OC)C1c1ccc(C)s1	-15	-2	0.0	0.1
O=C(CSc1ncnc2nc[nH]c12)c1ccc(Br)cc1	-21	-10	-0.6	-0.3
C[C@H]1NC(=O)[C@@H]2C[C@H](NC(=O)c3cc(Cl)cc(Cl)c3)CN2C1=O	8	6	0.4	-0.2
CC(=O)O/N=C(\C(=N/OC(C)=O)c1ccccc1)c1ccccc1	15	4	1.5	-0.1
Cc1nnsc1C(=O)NC(C)C12CC3CC(CC(C3)C1)C2 (stereo not given)	-13	0	-0.1	-0.2
CCOC(=O)C1=C(C)N(C)C(=S)NC1c1ccc(Br)cc1 (stereo not given)	5	-13	1.1	-0.7
O=C(Nc1ccc(Cl)cc1)OCc1ccc(Cl)nc1	-3	-3	0.6	0.1
CN(C)C(CNC(=O)c1ccc([N+](=O)[O-])cc1)c1cccs1 (stereo not given)	7	6	2.5	0.2
Cn1c(=O)c2c(nc(SCCC(=O)O)n2Cc2ccccc2)n(C)c1=O	-16	-1	-1.7	0.0
CCCN(CCC)CCNc1c(NC2CCN(C(=O)OCC)CC2)c(=O)c1=O	-6	1	1.7	-0.1
OC(CCCN1CCN(c2ncc(F)cn2)CC1)c1ccc(F)cc1 (stereo not given)	9	.	0.4	0.0
Continued:
SMILES	MITF inh	TEAD-YAP block	GPR151 activ	FBW7 activator
O=C(N/N=C/C=C/c1ccccc1[N+](=O)[O-])c1cccs1	13	-34	-0.6	-0.1
Cc1ccc2nc(N3CCC(C(=O)NC4CCCCC4)CC3)nc(C)c2c1	4	-5	-1.6	0.1
CN(C)/C=C1\C=C(c2ccccc2)N(C)C1=O	-5	-6	0.8	0.0
O=C(O)c1ccccc1NC(=O)c1csc2c1CCCC2	20	-45	-4.4	0.9
O=C(CCc1csc2nc(-c3ccc(Cl)cc3)cn12)NCC1CCCO1 (stereo not given)	19	-7	-1.1	0.1
Cc1cc(Cl)ccc1NCC(=O)N/N=C/c1ccc(F)cc1	8	0	2.3	0.0
CCC1CCCCN1C(=O)C1CC=CCC1C(=O)O (stereo not given)	-8	3	-1.3	0.0
CC(C)n1c(-c2ccc(C(=O)N3CCN(C)CC3)cc2)nc2c(Nc3ccccc3)ncnc21	4	-57	1.4	0.0
O=C(c1ccccc1[N+](=O)[O-])N1CCN(c2ccc(F)cc2)CC1	-21	-3	0.4	0.0
COc1cc(NC(=O)COc2ccccc2)cc(OC)c1	3	-6	0.8	0.0
Oc1oc(-c2ccc(Cl)cc2)nc1/C=N/c1ccccn1	12	12	0.1	0.0
CCN(CC)C(=O)Cn1cc(/C=C2/C(=O)N(C)c3ccccc32)c2ccccc21	-6	3	0.5	-0.1
O=C(Cc1ccccc1)NCCn1ncc2c(N3CCOCC3)ncnc21	6	2	0.4	0.1
O=C(c1ccc(F)c(F)c1)N1CCN=C1SCc1cccnc1	17	-7	0.2	0.8
Cc1nnc(N/N=C/c2ccccc2F)n1N	11	0	0.6	-0.3
Cc1ccc(N(CCCCN2C(=O)c3ccccc3C2=O)C(=O)c2cc([N+](=O)[O-])ccc2Cl)cc1	4	2	0.3	-0.1
COc1cccc(-c2nc(CSCC(=O)NCCC(C)C)c(C)o2)c1	-1	-1	0.2	-0.1
Cc1ccccc1NC(=O)Cn1c(C)cc(=O)c2cccc(C)c21	-5	-12	1.3	0.0

Screens as filed in PubChem BioAssay.
